Assay outcomes: PubChem BioAssay, Broad Institute
TcdB GH inh: inhibitors of Clostridioides difficile toxin B glycohydrolase; TcdB glycohydrolase enzymatic assay, plate reader; P18177; 350,000 tested, 0.24% active; inhibition, % at 9.99 µM; in the data active means inhibition above about 10%
* hit, by the source's call. Some of the compounds tested; the hit share may differ from the screen's.

CO[C@H]1CN(C)C(=O)c2cc(NC(=O)c3ccc4c(c3)OCO4)ccc2OC[C@@H](C)N(CC2CC2)C[C@@H]1C was read as TcdB GH inh 0.4.
O=C(NCc1cccs1)C1C(=O)Nc2ccccc2C(=O)N1C1CCCC1 (configuration not stated) was read as TcdB GH inh -0.5.
Screening Cc1noc(C)c1NC(=O)N(C)C[C@@H]1Oc2c(NC(=O)CCCCCC(=O)Nc3ccccc3N)cccc2C(=O)N([C@H](C)CO)C[C@@H]1C returned TcdB GH inh -0.3.
`C[C@@H]1CN([C@H](C)CO)C(=O)c2cccc(NC(=O)Nc3ccc4c(c3)OCO4)c2O[C@H]1CN(C)Cc1ccc(-c2ccccc2)cc1` gave TcdB GH inh 0.7.
`CN(C)C(=O)c1ccc(-c2ccc([C@@H]3[C@@H](CO)N4C(=O)CN(C(=O)C5CCCCC5)C[C@H]34)cc2)cc1` gave TcdB GH inh -2.9.
`COCC(=O)N1CC2(CCN(Cc3cccnc3)CC2)c2c(n(C)c3cc(OC)ccc23)[C@@H]1CO` gave TcdB GH inh -0.5.
Cc1nc(N2[C@H](CO)[C@H](c3ccccc3)[C@H]2CNCC2CCCCC2)sc1C was read as TcdB GH inh 0.0.
`CS(=O)(=O)N1[C@@H]2Cn3c(ccc(-c4ccc(F)cc4)c3=O)[C@H]1[C@@H](C(=O)N1CCOCC1)[C@@H]2CO` gave TcdB GH inh -1.3.
`CCC(=O)N(C)C[C@H]1Oc2cc(C#Cc3ccncc3)ccc2S(=O)(=O)N([C@H](C)CO)C[C@@H]1C` gave TcdB GH inh 1.2.
CS(=O)(=O)c1ccc(OCCCN2CCC(C(O)(c3ccccc3)c3ccccc3)CC2)cc1 was read as TcdB GH inh 1.2.
For COc1ccc2c3c([nH]c2c1)[C@H](CO)N(C(=O)C1CCC1)CC31CN(S(C)(=O)=O)C1 the results were TcdB GH inh -1.0.
`C[C@@H]1CN([C@H](C)CO)C(=O)c2cc(NC(=O)C3CC3)ccc2O[C@@H]1CN(C)Cc1ccc(Oc2ccccc2)cc1` gave TcdB GH inh 0.5.
Screening O=C(N[C@@H]1CC[C@@H](CCNS(=O)(=O)c2ccc(F)cc2)O[C@@H]1CO)C1CC1 returned TcdB GH inh -2.3.
For COc1ccc(S(=O)(=O)Nc2ccc3c(c2)C(=O)N([C@@H](C)CO)C[C@@H](C)[C@@H](CN(C)Cc2ccncc2)O3)cc1 the results were TcdB GH inh -2.8.
Screening CN1C(=O)c2cc(NS(C)(=O)=O)ccc2OC[C@@H]2O[C@H](CC(=O)N3CCOCC3)CC[C@H]21 returned TcdB GH inh -0.4.
Screening Cc1ccc(S(=O)(=O)N[C@H]2CC[C@H](CCNC(=O)Nc3ccc(Cl)cc3)O[C@@H]2CO)cc1 returned TcdB GH inh -0.6.
Screening COc1cccc(NC(=O)N(C)C[C@H]2Oc3cc(C#CC4(O)CCCC4)ccc3S(=O)(=O)N([C@@H](C)CO)C[C@@H]2C)c1 returned TcdB GH inh 0.3.
`COC(=O)C[C@@H]1C=C[C@H](NS(=O)(=O)c2ccccc2F)[C@H](CO)O1` gave TcdB GH inh -0.1.
Screening CC(=O)N1CC(=O)N2[C@H](CO)[C@@H](c3ccc(-c4ccc(C)cc4)cc3)[C@H]2C1 returned TcdB GH inh -3.0.
`CCN(C[C@H]1N[C@H](CO)[C@H]1c1ccc(C2=CCCC2)cc1)C(=O)c1cccnc1` gave TcdB GH inh 1.3.
Screening C[C@H](CO)N1C[C@H](C)[C@@H](CN(C)Cc2ccncc2)Oc2ccc(NC(=O)CCN3CCOCC3)cc2C1=O returned TcdB GH inh -0.4.
Screening O=C(CN1CCOCC1)NCC[C@@H]1CC[C@@H](NC(=O)Nc2ccc(F)cc2)[C@@H](CO)O1 returned TcdB GH inh -0.5.
For Cc1cc(N2CCNC[C@@H]2C)ccc1N1CCN[C@@H](C)C1 the results were TcdB GH inh 0.3.
Screening C[C@@H]1CCCCO[C@@H](CN(C)Cc2ccccc2)[C@@H](C)CN([C@H](C)CO)C(=O)c2cc(NS(=O)(=O)c3ccc(F)cc3)ccc2O1 returned TcdB GH inh 0.7.
For CC(C)NC(=O)N(C)C[C@H]1Oc2ccc(NC(=O)Cc3ccccc3)cc2C(=O)N([C@@H](C)CO)C[C@@H]1C the results were TcdB GH inh 0.1.
O=C(c1ccc(F)cc1)C1CCN(CCCn2c(=O)[nH]c3ccccc32)CC1 was read as TcdB GH inh 1.8.
Screening CN(C)CC(=O)Nc1ccc2c(c1)[C@H]1C[C@@H](CC(=O)NCCc3ccccc3)O[C@H](CO)[C@H]1O2 returned TcdB GH inh -0.2.
`C[C@H]1CN([C@@H](C)CO)C(=O)c2cccc(NC(=O)c3ccncc3)c2O[C@H]1CN(C)Cc1ccc(C(=O)O)cc1` gave TcdB GH inh -0.8.
For CCCNC(=O)N(C)C[C@H]1Oc2ncc(C#CCC(C)C)cc2C(=O)N([C@@H](C)CO)C[C@H]1C the results were TcdB GH inh -0.9.
For N#C[C@H]1[C@H](c2ccc(C3=CCCCC3)cc2)[C@@H](CO)N1C(=O)CN1CCOCC1 the results were TcdB GH inh 0.9.
`COc1ccc(S(=O)(=O)N2CCCc3nc(-c4ccc(F)cc4)ccc32)cc1` gave TcdB GH inh 0.4.
C[C@H](CO)N1C[C@H](C)[C@@H](CN(C)C)Oc2ccc(NC(=O)CCC(F)(F)F)cc2CC1=O was read as TcdB GH inh 0.0.
Screening CCCC#Cc1ccc2c(c1)O[C@@H](CN(C)C(=O)C1CC1)[C@@H](C)CN([C@@H](C)CO)S2(=O)=O returned TcdB GH inh 1.2.
`Cc1noc(C)c1NC(=O)N(C)C[C@H]1Oc2ccc(NC(=O)Cc3cn(C)c4ccccc34)cc2C(=O)N([C@@H](C)CO)C[C@@H]1C` gave TcdB GH inh -3.7.
Screening CO[C@H]1CN(C)C(=O)c2ccc(NS(=O)(=O)c3ccccc3C)cc2OC[C@@H](C)NC[C@H]1C returned TcdB GH inh 1.1.
For Cc1nc(NC(=O)c2ccccc2)sc1-c1cc(C(=O)N2CCOCC2)nn1CCO the results were TcdB GH inh 0.5.
For C[C@@H]1CN([C@H](C)CO)C(=O)c2cc(C3=CCCC3)cnc2O[C@@H]1CN(C)C(=O)c1ccccc1 the results were TcdB GH inh 0.9.
For C[C@@H]1CN([C@@H](C)CO)C(=O)c2cccc(NC(=O)c3ccncc3)c2O[C@H]1CN(C)C(=O)Nc1ccccc1 the results were TcdB GH inh 0.1.
`O=C(N[C@H]1CC[C@@H](CCNS(=O)(=O)Cc2ccccc2)O[C@@H]1CO)c1ccccc1F` gave TcdB GH inh -1.7.
Screening CC=Cc1ccc2n(c1=O)C[C@@H]1[C@@H](CO)[C@H](C(=O)N3CCc4ccccc4C3)[C@H]2N1Cc1ccncc1 (mixture of isomers) returned TcdB GH inh -0.1.
For O=C(C[C@@H]1C[C@H]2c3cc(NC(=O)Cc4ccncc4)ccc3O[C@H]2[C@H](CO)O1)NCCN1CCCCC1 the results were TcdB GH inh -1.4.
`CO[C@@H]1CN(C)C(=O)c2cc(NC(=O)C3CC3)ccc2OC[C@@H](C)N(C(=O)C2CCOCC2)C[C@H]1C` gave TcdB GH inh 0.1.
`COCC#Cc1ccc2c(c1)O[C@@H](CN(C)C(=O)NC(C)C)[C@H](C)CN([C@@H](C)CO)S2(=O)=O` gave TcdB GH inh 1.3.
Screening COc1ccc2c3c([nH]c2c1)[C@H](CO)N(C(=O)C1CC1)CC31CN(Cc2cccc(F)c2)C1 returned TcdB GH inh -1.1.
Screening C[C@@H]1CN([C@H](C)CO)C(=O)c2cc(NS(=O)(=O)c3cn(C)cn3)ccc2O[C@@H](C)CCCCO[C@@H]1CN(C)C(=O)c1ccncc1 returned TcdB GH inh -0.3.
C[C@H]1CN([C@@H](C)CO)S(=O)(=O)c2ccc(-c3ccc(C#N)cc3)cc2O[C@@H]1CN(C)C(=O)Nc1cc(F)ccc1F was read as TcdB GH inh 0.3.
For COc1ccc(NC(=O)N[C@@H]2CC[C@@H](CC(=O)NC3CCCCC3)O[C@@H]2CO)cc1 the results were TcdB GH inh 0.6.
`O=C(C[C@@H]1CC[C@H](NS(=O)(=O)c2ccc(F)cc2)[C@H](CO)O1)NCCc1ccncc1` gave TcdB GH inh -0.3.
CO[C@H]1CN(C)C(=O)c2ccc(NS(=O)(=O)c3cn(C)cn3)cc2OC[C@@H](C)N(CC2CC2)C[C@@H]1C was read as TcdB GH inh 0.4.
For CCCNC(=O)N1[C@H](CO)[C@H](c2ccccc2)[C@@H]1C#N the results were TcdB GH inh -0.8.
CO[C@@H]1CN(C)C(=O)c2ccc(NC(=O)NC(C)C)cc2OC[C@H](C)N(C(=O)CN(C)C)C[C@H]1C was read as TcdB GH inh -0.7.
CO[C@@H]1CN(C)C(=O)c2cc(NS(C)(=O)=O)ccc2OC[C@@H](C)N(CC2CCCCC2)C[C@@H]1C was read as TcdB GH inh -1.3.
For C[C@@H]1CCCCO[C@H](CN(C)C(=O)NC2CCCCC2)[C@H](C)CN([C@@H](C)CO)C(=O)c2cc(NC(=O)C3CCCCC3)ccc2O1 the results were TcdB GH inh 0.5.
Screening CCCC(=O)Nc1ccc2c(c1)OC[C@H](C)N(C)C[C@H](C)[C@@H](OC)CN(C)C2=O returned TcdB GH inh -1.0.
`C[C@H](NC(=O)[C@H]1[C@H](CO)[C@H]2Cn3c(ccc(C4=CCCC4)c3=O)[C@H]2N1C)c1ccccc1` gave TcdB GH inh 1.2.
Cc1noc(C)c1NC(=O)Nc1ccc2c(c1)C(=O)N([C@H](C)CO)C[C@H](C)[C@H](CN(C)Cc1ccc(Cl)c(Cl)c1)O2 was read as TcdB GH inh 0.1.
CN(C)CC(=O)N[C@H]1CC[C@@H](CC(=O)NCc2ccccc2F)O[C@@H]1CO was read as TcdB GH inh -0.3.
CC(C)NC(=O)N(C)C[C@@H]1Oc2ccc(NC(=O)Nc3ccccc3)cc2C(=O)N([C@H](C)CO)C[C@H]1C was read as TcdB GH inh 0.5.
Screening CCCNC(=O)N1C[C@H](O)COC[C@@H]2O[C@H](CC(=O)OC)CC[C@H]21 returned TcdB GH inh -0.1.
O=C(C1CCCCC1)N1CC(=O)N2[C@H](CO)[C@@H](c3ccc(C#CCc4ccccc4)cc3)[C@@H]2C1 was read as TcdB GH inh -0.6.
COc1ccc(C#Cc2ccc3c(c2)[C@@H]2[C@@H](CCN2C(=O)C2CCCC2)[C@@H](CO)N3)cc1 was read as TcdB GH inh -0.3.
`O=C(C[C@@H]1C=C[C@@H](NC(=O)c2ccccc2)[C@H](CO)O1)Nc1ccc(-c2ccccc2)cc1` gave TcdB GH inh -0.6.
CC(C)NC(=O)N(C)C[C@H]1OCCCC[C@@H](C)Oc2ccc(NC(=O)CCC(F)(F)F)cc2C(=O)N([C@H](C)CO)C[C@H]1C was read as TcdB GH inh 1.1.
`CCN1[C@@H]2c3ccc(-c4ccc(OC)cc4)c(=O)n3C[C@H]1[C@H](CO)[C@H]2C(=O)NCC1CC1` gave TcdB GH inh -3.6.
For C[C@@H]1CN([C@@H](C)CO)C(=O)c2c(c3ccccc3n2C)-c2ccccc2CO[C@H]1CN(C)C(=O)Nc1ccccc1 the results were TcdB GH inh 1.3.
O=C(c1ccc2c(c1)OCO2)N1CC[C@@H]2[C@H](CO)Nc3ccc(-c4ccccc4)cc3[C@@H]21 was read as TcdB GH inh -1.0.
Screening CN1C(=O)c2cc(NC(=O)C3CC3)ccc2OC[C@H]2O[C@H](CC(=O)O)CC[C@H]21 returned TcdB GH inh -0.3.
Screening C/C=C/c1ccc([C@@H]2[C@@H](CO)N(S(=O)(=O)CC)C23CN(C(=O)CC)C3)cc1 returned TcdB GH inh -0.6.
For COCCNC(=O)C[C@H]1C[C@@H]2c3cc(NS(=O)(=O)c4ccccc4)ccc3O[C@@H]2[C@H](CO)O1 the results were TcdB GH inh -0.2.
Screening CO[C@@H]1CN(C)C(=O)c2cc(NC(=O)Cc3ccccc3)ccc2OC[C@@H](C)N(C(=O)c2ccccc2F)C[C@H]1C returned TcdB GH inh 0.6.
For CC(C)C#Cc1ccc2c(c1)O[C@H](CN(C)C(=O)c1ccccc1)[C@@H](C)CN([C@H](C)CO)S2(=O)=O the results were TcdB GH inh -0.5.
Screening Cc1cc(C(=O)Nc2cccc3c2O[C@H](CN(C)C(=O)Nc2c(C)noc2C)[C@@H](C)CN([C@@H](C)CO)C3=O)n(C)n1 returned TcdB GH inh 0.3.
`CO[C@@H]1CN(C)C(=O)c2cc(NS(C)(=O)=O)ccc2OC[C@@H](C)N(C(=O)CN(C)C)C[C@H]1C` gave TcdB GH inh 2.1.
Screening O=C(N[C@@H]1CC[C@H](CCNC(=O)C2CCC2)O[C@@H]1CO)c1ccccn1 returned TcdB GH inh -0.1.
Cc1noc(C)c1NC(=O)Nc1ccc2c(c1)C(=O)N([C@@H](C)CO)C[C@H](C)[C@@H](CN(C)C)OCCCC[C@H](C)O2 was read as TcdB GH inh -0.3.
For CC(C)NC(=O)NCC[C@H]1CC[C@H](NC(=O)CN(C)C)[C@@H](CO)O1 the results were TcdB GH inh -0.9.

Entries listed so far containing an aryl methoxy group:
`COCC(=O)N1CC2(CCN(Cc3cccnc3)CC2)c2c(n(C)c3cc(OC)ccc23)[C@@H]1CO` gave TcdB GH inh -0.5.
For COc1ccc2c3c([nH]c2c1)[C@H](CO)N(C(=O)C1CCC1)CC31CN(S(C)(=O)=O)C1 the results were TcdB GH inh -1.0.
For COc1ccc(S(=O)(=O)Nc2ccc3c(c2)C(=O)N([C@@H](C)CO)C[C@@H](C)[C@@H](CN(C)Cc2ccncc2)O3)cc1 the results were TcdB GH inh -2.8.
Screening COc1cccc(NC(=O)N(C)C[C@H]2Oc3cc(C#CC4(O)CCCC4)ccc3S(=O)(=O)N([C@@H](C)CO)C[C@@H]2C)c1 returned TcdB GH inh 0.3.
`COc1ccc(S(=O)(=O)N2CCCc3nc(-c4ccc(F)cc4)ccc32)cc1` gave TcdB GH inh 0.4.
Screening COc1ccc2c3c([nH]c2c1)[C@H](CO)N(C(=O)C1CC1)CC31CN(Cc2cccc(F)c2)C1 returned TcdB GH inh -1.1.
For COc1ccc(NC(=O)N[C@@H]2CC[C@@H](CC(=O)NC3CCCCC3)O[C@@H]2CO)cc1 the results were TcdB GH inh 0.6.
COc1ccc(C#Cc2ccc3c(c2)[C@@H]2[C@@H](CCN2C(=O)C2CCCC2)[C@@H](CO)N3)cc1 was read as TcdB GH inh -0.3.
`CCN1[C@@H]2c3ccc(-c4ccc(OC)cc4)c(=O)n3C[C@H]1[C@H](CO)[C@H]2C(=O)NCC1CC1` gave TcdB GH inh -3.6.
